MC4R antagonist: antagonists of human melanocortin 4 receptor (MC4R); P32245; MC4R-expressing cells, MTII-stimulated cAMP, LANCE TR-FRET; inhibition, % at 6.5 µM; 360,000 compounds, 0.48% hits; AID 540295;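 active = inhibition above its plate's cutoff, the mean of tested wells on that plate plus 3 SD, cut at about 29% in these data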;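 also: 0% = Melanotan II alone and 100% = Melanotan II plus saturating MCL0020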
Target sequence (P32245 whole entry, looked up): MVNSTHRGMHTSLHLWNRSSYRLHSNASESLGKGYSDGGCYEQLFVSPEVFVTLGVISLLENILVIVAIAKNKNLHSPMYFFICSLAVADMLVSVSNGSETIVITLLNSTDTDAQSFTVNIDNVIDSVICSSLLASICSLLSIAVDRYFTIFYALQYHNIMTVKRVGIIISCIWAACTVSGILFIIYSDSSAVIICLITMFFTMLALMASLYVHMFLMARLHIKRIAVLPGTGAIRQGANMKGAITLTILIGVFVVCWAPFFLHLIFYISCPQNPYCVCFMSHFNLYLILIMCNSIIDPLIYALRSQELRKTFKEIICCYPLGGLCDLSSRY
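System: U2OS-MC4R stable cell line; Technique: Eu-cAMP/anti-cAMP TR-FRET, emission 671 nm; Repeats: single well per compound; Also added: Melanotan II; Dosing: one concentration, 6.5 µM nominal; Schedule: 30-min compound, 1-h challenge, 1-h detection, room temperature.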
ABCB6 inh MLPCN: blocks the human ABCB6 transporter; 360,000 compounds, 0.19% hits; fluorescence ratio to DMSO, % at 10 µM; AID 602162; K562-ABCB6 porphyrin accumulation, flow cytometry, 1 h; hits give low values; Q9NP58;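 active = fluorescence ratio to DMSO below 75%, the collection mean minus 3 SD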;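 also: signal is porphyrin accumulated inside mitochondria; 100% equals median channel fluorescence of DMSO control wells; lower ratio means ABCB6 inhibition with less porphyrin fluorescence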
m5-HT2A agonist: activates the mouse 5-HT2A serotonin receptor | activation, % at 7.6 µM | CHO-K1 mHTR2A beta-arrestin complementation, luminescence; percent of 30 µM serotonin response | 360,000 compounds, 0.66% hits | P35363 | AID 624169;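 active = activation above a run cutoff, the mean activation of all tested compounds plus 3 SD, cut at about 14% in these data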;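 also: 0% = plate median of compound wells and 100% = 30 µM serotonin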
Target sequence (P35363 whole entry, looked up): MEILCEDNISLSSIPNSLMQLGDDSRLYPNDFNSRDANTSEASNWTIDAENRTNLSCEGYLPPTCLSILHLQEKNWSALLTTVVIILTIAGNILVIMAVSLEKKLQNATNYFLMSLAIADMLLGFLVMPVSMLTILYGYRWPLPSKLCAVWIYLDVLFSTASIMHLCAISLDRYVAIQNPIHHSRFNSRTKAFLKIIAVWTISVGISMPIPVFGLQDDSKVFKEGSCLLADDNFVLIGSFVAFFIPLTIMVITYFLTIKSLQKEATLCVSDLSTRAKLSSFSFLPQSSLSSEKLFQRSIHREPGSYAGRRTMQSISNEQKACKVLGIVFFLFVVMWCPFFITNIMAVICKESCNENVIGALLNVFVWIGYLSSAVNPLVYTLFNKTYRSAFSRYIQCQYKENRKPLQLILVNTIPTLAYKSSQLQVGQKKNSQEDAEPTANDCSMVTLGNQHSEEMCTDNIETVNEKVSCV
Granule exo inh: lytic granule exocytosis inhibition; AID 651702; 360,000 compounds, 0.66% hits; inhibition, % at 10 µM; TALL-104 LAMP-1 surface exposure, flow cytometry; cells stimulated with thapsigargin and PMA;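 active = inhibition above about 55%, limit read from the data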
Cardio protect: modulators protecting cardiomyocytes from myocardial damage. H9c2 cardiomyocytes, H2O2 injury protection, ATPLite, 2 h. protection from H2O2 cell death, % at 20 µM. 360,000 compounds, 0.63% hits;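 active = compounds giving at least 50% protection of heart cells from peroxide-induced death in the single-dose screen, raw or plate-pattern-corrected value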;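 also: 0% = DMSO wells with peroxide and 100% = DMSO wells without peroxide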
ABHD5-PLIN5 inh: blocks binding of human ABHD5 to perilipin-5. 360,000 compounds, 0.78% hits. Split G. princeps luciferase complementation, luminescence, 4 h. inhibition, % at 4 µM;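 active = inhibition above the mean inhibition across every tested compound plus 3 SD, cut at about 22% in these data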;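 also: 0% = DMSO only wells and the 100% control is not disclosed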
CaV13 FRET inh: Primary screen for inhibitors of IQ motif and Ca2+-dependent inactivation inhibitor domain binding in CACNA1D, Förster resonance energy transfer in living cells, …; HEK cells, CFP/YFP FRET ICDI-IQ, plate reader, 10 min; percent FRET-ratio fall versus neutral wells; inhibition, % at 12.3 µM; 340,000 compounds, 0.098% hits;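 active = mean replicate inhibition of at least 30% and at least 1% of replicates passing that level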;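 also: 0% = median of the neutral control wells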
Glyco luc inh: N-linked glycosylation inhibition; reporter increase, % at 12.5 µM; AID 588692; 360,000 compounds, 0.23% hits; D54 ERlucT glycosylation luciferase reporter, 24 h; percent of 100 nM tunicamycin response;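 active = mean luciferase reporter signal, scaled so untreated is 0 and the glycosylation-blocking control 100, at or above a set limit in every replicate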;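 also: luciferase carries N-glycosylation sites so blocking glycosylation raises the light; 0% = median of neutral control wells and 100% = median of 100 nM tunicamycin wells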
PDI turbidity: PDI (human) enzyme inhibition. P07237. PDI insulin aggregation turbidity, A650, 90 min. inhibition, % at 10 µM. 350,000 compounds, 0.052% hits;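 active = mean inhibition across replicates of 30% or more, whatever share of single replicates reach that level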;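 also: absorbance from insulin aggregation driven by PDI reduction with DTT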
MC4R ag barr: activates human MC4R beta-arrestin recruitment; P32245; U2OS MC4R beta-arrestin complementation, luminescence; percent of melanotan II response, DMSO zero; activation, % at 8.9 µM; 360,000 compounds, 0.98% hits;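 active = activation above a per-plate cutoff, the mean activation of sample wells on that plate plus 3 SD, cut at about 8% in these data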
The depositor's hits bear a star; . = no result given.

Sample of the layout (2 entries):
SMILES	MC4R antagonist	ABCB6 inh MLPCN	m5-HT2A agonist	Granule exo inh	Cardio protect	ABHD5-PLIN5 inh	CaV13 FRET inh	Glyco luc inh	PDI turbidity	MC4R ag barr
Cc1nc2cc(-c3sccc3-n3cccc3)nn2c(C)c1C	-3	100	4	-4	9	7	-4	-1	-3	1.4
Cc1cc(S(=O)(=O)N(Cc2ccc(F)cc2)CC2CCCO2)ccc1-n1cnnn1 (centres undefined)	13	94	-4	4	-1	3	-10	-1	4	-1.6

The listing (from the top)
SMILES	MC4R antagonist	ABCB6 inh MLPCN	m5-HT2A agonist	Granule exo inh	Cardio protect	ABHD5-PLIN5 inh	CaV13 FRET inh	Glyco luc inh	PDI turbidity	MC4R ag barr
Cc1nc2cc(-c3sccc3-n3cccc3)nn2c(C)c1C	-3	100	4	-4	9	7	-4	-1	-3	1.4
Cc1cc(S(=O)(=O)N(Cc2ccc(F)cc2)CC2CCCO2)ccc1-n1cnnn1 (centres undefined)	13	94	-4	4	-1	3	-10	-1	4	-1.6
Cc1cc(NC(=O)CCC(=O)N(c2cccnc2)C(C(=O)NC2CCCC2)c2ccccc2)no1 (centres undefined)	-4	88	0	-1	5	-2	-1	0	1	-0.9
COc1ccc2c(=O)cc(-c3ccccc3F)oc2c1	17	98	3	3	0	0	-5	2	15	-2.8
COC(=O)C1CCN(C(=O)Nc2ccccc2)CC1	8	104	2	4	-1	0	0	0	18	-3.8
COc1ccc(C)cc1N(CC(=O)N1CCCCCC1)S(=O)(=O)c1ccc(C)cc1	-3	95	-6	0	-4	0	-5	0	11	-2.8
CC1CN(C(=O)c2ccn(C)n2)CC(C)O1 (centres undefined)	4	99	6	0	3	5	-6	1	-1	0.1
Cc1ccc(-n2cnnn2)c2cccnc12	-4	98	-1	-5	-5	3	.	2	11	1.4
COCCNc1nnc(SCC(=O)NNC(=O)c2ccccc2)s1	12	96	0	-3	-2	0	-4	0	1	-1.3
CN(C)CCCNC(=O)C(=O)Nc1cc2c3c(c1)CC(=O)N3CCC2	2	102	-5	-11	8	-2	-7	1	2	-0.2
O=C(COC(=O)c1ccc(O)cc1)Nc1ncc(Cl)cc1Cl	8	91	5	-2	4	-3	-5	-1	5	0.3
Cc1ccc2oc(=O)c3cnn(CC(=O)NCCCOC(C)C)c3c2c1	3	101	1	-9	0	-15	-3	-1	.	1.0
CCCCN(CC)C(=O)CN(C)S(=O)(=O)c1cccc2nsnc12	-5	92	3	-2	0	-1	-5	1	3	-0.2
C/C(=N\N=C\c1cccc(F)c1)c1nnn(-c2nonc2N)c1C	5	100	-2	7	-4	-7	-4	2	-3	-2.1
CC(NC(=O)C1CCCN1S(=O)(=O)c1ccc2c(c1)n(C)c(=O)c(=O)n2C)c1ccccc1 (centres undefined)	-2	96	7	5	4	-6	-10	0	-1	0.0
O=C(NN1C(=O)C2C(c3ccccc3)C=CC(c3ccccc3)C2C1=O)c1ccccc1 (centres undefined)	-1	86	-2	-1	-6	4	-18	-2	6	-0.4
COc1ccc(S(=O)(=O)N2CCN(C)CC2)c(C)c1	3	102	0	-8	-2	6	13	0	-14	1.0
Cc1ccc[n+](C2C(c3ccc([N+](=O)[O-])cc3)C(C#N)=C([S-])NC2(O)C2CC2)c1 (centres undefined)	6	105	6	0	9	-5	-7	0	12	-0.9
O=C(CCn1cnnn1)Nc1ccccc1	7	98	4	0	7	4	-3	1	-4	-1.7
COc1ccc(NC(=S)NNC(=O)c2ccc(S(=O)(=O)N3CCOCC3)cc2)cc1	-7	96	3	-1	-3	-3	-4	1	8	-2.6
CCC(/C=N/NC(=O)C1COc2ccccc2O1)CC (centres undefined)	-8	102	1	-2	5	6	-7	0	-4	1.2
CCOC(=O)Cc1csc(NC(=O)CN2C(=O)c3ccccc3S2(=O)=O)n1	5	92	4	-1	7	2	.	2	-5	-1.4
S=C(NCc1ccco1)Nc1cccc(Cl)c1	5	93	-1	0	-6	7	-4	-1	1	1.4
Cc1cc(CNC[C@H]2O[C@@H](n3cnc4c(N)ncnc43)[C@H](O)[C@@H]2O)no1	3	102	-1	-6	-4	-7	-6	1	4	-0.6
COc1cccc(CN=CC2=C(O)CC(C)(C)CC2=O)c1OC	-2	92	-3	-4	1	1	-9	1	2	-1.5
Following part.
SMILES	MC4R antagonist	ABCB6 inh MLPCN	m5-HT2A agonist	Granule exo inh	Cardio protect	ABHD5-PLIN5 inh	CaV13 FRET inh	Glyco luc inh	PDI turbidity	MC4R ag barr
COc1ccc(CNC(=O)CN(Cc2ccc(Cl)cc2)C(=O)c2csnn2)cc1	-4	95	-2	6	4	-11	-8	1	6	-1.5
O=C(O)/C=C/C(=O)Nc1ccc2nccnc2c1	0	101	9	0	9	-2	-41	0	-8	-0.6
CCN(CC)Cc1oc(CO)cc(=O)c1O	9	104	4	-1	3	-2	-2	1	5	4.5
Cc1cc(NS(=O)(=O)c2ccc(NC(=O)COc3ccccc3[N+](=O)[O-])cc2)no1	-6	103	0	-23	8	-2	.	1	4	-1.9
CSc1nc2nc(C)c(C/C=C/c3ccccc3)c(=O)n2[nH]1	27	103	-5	0	1	0	-2	0	4	-0.9
CN(C)S(=O)(=O)c1cccc(NC(=O)CSc2nc3ccccc3n2-c2ccccc2)c1	3	96	-1	6	-2	1	-5	-9	2	-0.3
COc1ccc(NC(=O)C2CCCN(S(=O)(=O)c3cccc4cccnc34)C2)cc1 (centres undefined)	7	103	5	0	14	-3	-1	-1	.	-0.2
CCN(CC)c1ccc(CNC(=O)C/C(C)=N/NC(=O)COc2ccc(C)cc2Br)cc1	-1	98	3	31	2	-6	-3	1	-5	-0.2
COCCNC(=O)CSc1nc(-c2ccccc2)c(-c2ccccc2)o1	2	102	-5	-7	-5	-6	-7	-1	2	-0.2
O=C(Nc1ccc(Cl)cn1)c1ccc2c(c1)OCCO2	12	95	-3	-2	-19	-7	-5	-14	9	0.8
COCCN(CCOC)S(=O)(=O)c1ccc(C(=O)NC2CCN(Cc3ccccc3)CC2)cc1	4	104	0	1	1	1	.	-2	7	0.1
COc1cccc(CN2CC(C(=O)NCC3CCOCC3)CCC2=O)c1 (centres undefined)	18	88	-1	-2	-1	-6	-5	-1	8	-0.2
CN(CC(=O)Nc1ccccc1Br)C(=O)c1cc(S(=O)(=O)N(C)C)ccc1N1CCCC1	3	99	3	-2	-2	-1	-5	2	-6	-0.5
CSc1ccc(Cn2c(C)c(C(=O)NCc3cccs3)sc2=O)cc1	1	104	-4	4	3	-9	9	-10	-10	-0.4
CC(=O)c1ccc(NC(=O)CSC2=NS(=O)(=O)c3cc(Cl)ccc3N2)cc1	-2	97	-2	0	2	1	-2	0	2	-1.7
CCOC(=O)c1csc(NC(=O)Nc2cccc(Cl)c2)n1	-3	98	5	23	-8	-1	-3	-3	-5	-2.1
CCn1nc(C)c(NC(=O)c2ccc(Br)o2)c1C	-8	102	1	-4	-1	19	-6	0	-13	3.0
O=C(NCC1CCCN(C(=O)c2cc(Cl)ccc2F)C1)c1ccc(F)cc1 (centres undefined)	5	101	-4	-3	-3	-17	-3	1	1	-0.7
O=C(NC1CCCC1)C(c1ccncc1)N(C(=O)Cn1nnc(-c2ccccc2F)n1)c1cccc(F)c1 (centres undefined)	5	88	7	1	7	-3	-3	1	2	-2.5
CN(CC1COCCO1)C(=O)c1cc(COc2c(F)cccc2F)on1 (centres undefined)	0	99	-3	7	3	4	-6	2	-3	3.2
CCN(CC(=O)Nc1cc(Cl)ccc1C)C(=O)Cn1c(=O)cnc2ccccc21	5	102	3	2	0	11	-4	2	-2	-0.6
COc1ccc(OC(=O)Nc2ccccc2)cc1	0	99	-2	-2	-6	2	-7	-1	-9	-1.4
CCOC(=O)c1cnc(SC2CCc3ccccc3C2=O)nc1N (centres undefined)	1	93	-8	-1	1	-5	-5	-3	8	-1.1
CO[C@@H]1CN(C)C(=O)c2cc(NC(=O)C3CC3)ccc2OC[C@H](C)N(C(=O)CN2CCOCC2)C[C@@H]1C	.	.	0	-5	.	8	-4	.	.	.
O=C(O)CCN1CC2([N+](=O)[O-])C=CC(=O)C([N+](=O)[O-])(C1)C2CC(=O)c1ccccc1 (centres undefined)	3	101	2	-2	1	1	-6	0	21	-0.7
(continued)
SMILES	MC4R antagonist	ABCB6 inh MLPCN	m5-HT2A agonist	Granule exo inh	Cardio protect	ABHD5-PLIN5 inh	CaV13 FRET inh	Glyco luc inh	PDI turbidity	MC4R ag barr
COc1c2ccc(C(=O)NCc3cc(C(F)(F)F)cc(C(F)(F)F)c3)cc2nn1C	5	93	-2	-9	3	-4	-4	0	-4	-1.1
Nc1ccc2c(c1)C(=O)CCC2	11	97	2	-5	-2	-4	-5	1	1	1.0
O=C(Nc1ccc2c(c1)CCC2)c1ccc(Cl)nc1	-4	97	-1	-1	-8	-5	1	-5	1	-3.1
CCC(C)(C)C1CCC(=NNC(=S)Nc2ccccc2)CC1 (centres undefined)	5	101	-5	-2	-6	-6	-19	-2	1	-2.2
Cc1oc2cc(Br)c(O)c(Br)c2c1C(=O)c1ccccc1	1	96	16*	2	-8	2	-17	-1	4	-0.7
CCC(=NCCc1c(C)[nH]c2ccccc12)C1=C(O)CC(c2ccccc2)CC1=O (centres undefined)	-11	97	0	7	3	1	-2	8	0	-3.0
Cc1cc(S(=O)(=O)N2CCOCC2)ccc1OCC(=O)NCc1ccco1	2	94	2	-7	-1	0	-3	-1	-17	-1.6
Cn1c(=O)cc(OCCCC(=O)N2CCN(c3ccccc3)CC2)c2ccccc21	-7	84	-2	2	14	5	-4	10	-4	2.3
O=C(CNC(=O)c1ccc(Br)cc1)NCC(=O)OCc1ccc(Cl)cc1	-2	104	-4	2	-1	4	-3	1	-5	-0.7
CN(C(=O)COC(=O)c1ccc2c(c1)OCO2)c1c(N)n(Cc2ccccc2)c(=O)[nH]c1=O	5	104	3	11	14	3	-7	-1	-3	-3.1
COc1cc2c(NCCCCCO)ncnc2c(OC)c1OC	10	107	-1	-5	0	-8	-14	6	1	3.3
C=CCn1c2ccccc2c(=O)c2cc(C#Cc3cc(OC)cc(OC)c3)ccc21	2	102	6	3	4	-5	-5	1	-5	-0.8
COc1ccc2c(c1)O/C(=C\c1sccc1C)C2=O	14	102	-2	1	-6	-4	-5	-1	-4	1.1
O=S1(=O)CCN(Cc2cccc(Cl)c2)CC1	4	93	1	1	11	6	.	-1	-7	-1.8
N#CCCCSC1=C(C#N)C(c2ccccc2Cl)CC(=O)N1 (centres undefined)	-2	99	0	-1	-2	6	-5	-1	7	-1.7
O=C(CCSCCC(=O)Nc1c(F)c(F)c(F)c(F)c1F)Nc1c(F)c(F)c(F)c(F)c1F	-6	100	-1	0	6	-3	-5	2	3	-2.5
O=C(C1=C[C@@H](c2coc3ccccc3c2=O)C[C@@H](OCCCCO)O1)N1CCOCC1	4	96	-3	66*	5	-2	-9	3	-4	-2.0
CCOC(=O)[C@H]1[C@H]2COc3ccc(Br)cc3[C@@H]2N2C(=O)c3ccc(C)cc3NC(=O)[C@@]12C	-5	96	1	16	6	-1	-12	0	1	-0.9
Cc1cc(Br)ccc1Nc1nc(N)nc(N)c1N=O	4	97	-2	15	8	1	-6	2	-48	1.4
